Screening results: PubChem BioAssay, Sanford-Burnham Center for Chemical Genomics
LMPTP inh = LMPTP phosphatase inhibitors, primary screen, biochemical, fluorescence intensity, uHTS; AID 651560, 2012; inhibition, % at 20 µM; actives 0.22% (n = 360,000); recombinant LMPTP-A, OMFP fluorogenic substrate;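 active = compounds that cut the enzyme signal by at least half of the control window in the single-dose screen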;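 also: plate controls were DMSO wells with enzyme plus substrate for no effect and substrate without enzyme for full effect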
Target sequence (P24666 whole entry, looked up): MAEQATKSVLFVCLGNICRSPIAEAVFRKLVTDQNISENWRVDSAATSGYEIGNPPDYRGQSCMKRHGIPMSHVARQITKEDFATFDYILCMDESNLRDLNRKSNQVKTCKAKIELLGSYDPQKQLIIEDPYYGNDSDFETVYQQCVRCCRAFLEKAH
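Assay system: LMPTP-A, protein tyrosine phosphatase of low molecular weight / Medium: pH 6.0 Bis-Tris buffer with DTT and Triton X-100 / Schedule: 50 min enzyme reaction at room temperature, protected from light / Measured by: endpoint fluorescence intensity from OMFP dephosphorylation / Read-out basis: % inhibition relative to no-enzyme and uninhibited control wells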
MT1-MMP act inh = blockers of MT1-MMP proenzyme processing, primary screen, HT1080 RFP-PRO-GFP cells, GFP/RFP fluorescence. GFP/RFP ratio fluorescence, overnight; percent of plate control window, DMSO zero. GFP/RFP ratio change, % at 20 µM. actives 0.061% (n = 360,000);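 active = GFP/RFP ratio change of at least 30% with cell ATP level not reduced by more than half and red fluorescence within 50% of control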; also: strong numbers were not always called active
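Assay system: HT1080 RFP-PRO-GFP cells | Dosing: 20 µM single dose, 1% DMSO | Incubation: Cells overnight before dosing, compound overnight, 37 °C, 5% CO2 | Evaluation: GFP/RFP fluorescence ratio | Control set: DMSO-only wells and HT1080 RFP-L50D-GFP cell wells as references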
SKN-1 inh = suppressors of acrylamide-induced Pgst-4::GFP reporter in worms, primary screen, SKN-1 inhibitor project, whole organism, uHTS, GFP/RFP fluorescence ratio, strain VP596; C. elegans VP596 Pgst-4::GFP/RFP ratio, 24 h; inhibition, % at 21.8 µM; actives 0.49% (n = 360,000);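 active = interference check ratio from 0.5 to 1.5 plus GFP to RFP signal ratio inhibition reaching or exceeding a fixed threshold, cut at about 30% in these data, passing the limit was not always enough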; also: some compounds called inactive have numbers as strong as hits
Scp1 inh = Scp-1 phosphatase inhibitors, primary screen, biochemical, colorimetric, uHTS; Recombinant Scp1, phosphopeptide, malachite green phosphate absorbance; inhibition, % at 20 µM; AID 493091, 2011; actives 0.88% (n = 340,000); Carboxy-terminal domain RNA polymerase II polypeptide A small phosphatase 1 (Homo …;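 active = inhibition above about 50% at 20 µM, limit read from the data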;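 also: plate controls were DMSO wells with enzyme for no effect and wells lacking enzyme for full effect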
Target sequence (Q9GZU7 76-261 limits assumed): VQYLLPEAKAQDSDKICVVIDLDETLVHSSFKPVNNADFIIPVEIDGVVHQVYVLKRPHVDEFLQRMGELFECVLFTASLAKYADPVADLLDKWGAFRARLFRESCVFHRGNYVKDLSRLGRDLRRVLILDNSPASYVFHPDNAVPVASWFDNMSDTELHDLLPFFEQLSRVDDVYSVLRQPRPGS
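Incubation: 45 min enzyme reaction at room temperature / System: truncated SCP-1 phosphatase (76-261aa) / Reagent: Phospho 17-mer peptide substrate / Buffer or medium: Acidic Tris acetate buffer with magnesium and detergent / Signal: absorbance at 630 nm / Doses: one concentration, 20 µM, with 1.0% DMSO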
NadD inh = inhibitors of S. aureus NadD, primary screen, biochemical, colorimetric, uHTS; Nicotinate-nucleotide adenylyltransferase NadD (Staphylococcus aureus N315); purified NadD enzyme, colorimetric absorbance read-out; inhibition, % at 20 µM; actives 0.78% (n = 360,000); AID 602399, 2012; in the data active = inhibition above about 26%; also: some compounds past the cut are filed as inactive
SUMO1 PPI mod = modulators of SUMO1 protein-protein interactions, primary screen, biochemical, uHTS; AID 602429, 2012; inhibition, % at 20 µM; SUMO1 binding to a labelled peptide, TR-FRET, 1 h; actives 0.33% (n = 360,000); in the data active = inhibition above about 37%
Target sequence (P63165 whole entry, looked up): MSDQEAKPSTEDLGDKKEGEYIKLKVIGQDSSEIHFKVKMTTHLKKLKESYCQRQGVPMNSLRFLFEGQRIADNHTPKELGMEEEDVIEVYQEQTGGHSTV
STEP block = STEP phosphatase inhibitors, primary screen, biochemical, fluorescence intensity, uHTS; Tyrosine-protein phosphatase non-receptor type 5 (Homo sapiens), P54829; recombinant STEP, OMFP fluorogenic substrate; inhibition, % at 20 µM; actives 0.25% (n = 360,000);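 active = inhibition at 20 µM, scaled per plate between control wells, above about 37%, limit read from the data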;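 also: 0% = DMSO with enzyme and substrate and 100% = substrate only without enzyme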
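System: isolated STEP enzyme; schedule: 20 min enzyme reaction at room temperature, protected from light; medium: Bis-Tris buffer pH 6.0, 2.5 mM DTT, 0.005% Tween 20; signal: fluorescence, 480/540 nm; dosing: single compound dose of 20 µM, 1% DMSO final; also added: OMFP substrate, 25 µM final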
NRP1-CendR mod = modulators of CendR peptide binding to NRP-1, primary screen, biochemical, fluorescence polarization, uHTS. Neuropilin-1 (Homo sapiens), O14786. FAM-RPARPAR peptide binding to NRP-1. inhibition, % at 25 µM. actives 0.85% (n = 360,000). AID 602438, 2012;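 active = inhibition or corrected inhibition above about 18%, plus a signal ratio from 0.5 to 1.5, limit read from the data, passing the limit was not always enough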; also: strong numbers were not always called active
DNMT1 inh = human DNMT1 methyltransferase inhibitors, primary screen, biochemical, molecular beacon, fluorescence, HinP1I cleavage, uHTS; actives 0.83% (n = 360,000); AID 588458, 2011; inhibition (reported as % activation of signal), % at 10 µM; DNA (cytosine-5)-methyltransferase 1 (Homo sapiens), P26358; in the data active = inhibition above about 50%
Rpn11 block = Rpn11 (PSMD14) deubiquitinase inhibitors, primary screen, biochemical, fluorescence polarization, uHTS; actives 0.59% (n = 360,000); 26S proteasome non-ATPase regulatory subunit 14 (Homo sapiens), O00487; human 26S proteasome, Ub4-pepOG fluorescence polarization; 20S core pre-blocked with epoxomicin; calls only at 20 µM;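 active = inhibition at 20 µM, scaled to each plate's controls, above about 33%, limit read from the data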
Target sequence (O00487 whole entry, looked up): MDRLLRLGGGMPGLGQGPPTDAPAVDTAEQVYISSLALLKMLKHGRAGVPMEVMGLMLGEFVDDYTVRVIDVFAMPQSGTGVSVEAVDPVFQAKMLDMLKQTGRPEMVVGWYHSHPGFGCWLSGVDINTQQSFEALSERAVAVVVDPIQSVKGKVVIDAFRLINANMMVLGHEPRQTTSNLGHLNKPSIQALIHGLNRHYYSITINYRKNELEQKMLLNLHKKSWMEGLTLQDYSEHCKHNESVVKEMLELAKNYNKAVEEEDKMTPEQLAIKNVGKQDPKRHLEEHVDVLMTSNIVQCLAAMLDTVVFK
* = called active by the depositor; i = inactive; . = no result given.

Results follow in this order: LMPTP inh | MT1-MMP act inh | SKN-1 inh | Scp1 inh | NadD inh | SUMO1 PPI mod | STEP block | NRP1-CendR mod | DNMT1 inh | Rpn11 block
1) Cc1ccc(NC(=O)CN2CCOCC2)cc1C
  -2.4 | 0 | 18 | -14 | -3 | -3 | 0 | -2 | 3 | i
2) CN1CCc2c(OCc3ccc(F)cc3)cccc2C1=O
  -0.9 | -1 | 20 | -9 | -7 | -2 | 10 | 3 | -8 | i
3) COc1cccc2c1Oc1ncccc1N(C(=O)CCC(=O)NCc1cccc(C)c1)C2
  -1.8 | 2 | 2 | -4 | -7 | 3 | 2 | -5 | -2 | i
4) CCOP(=O)(/C(C#N)=C(/O)c1ccccc1)c1ccccc1 (stereo not given)
  -1.4 | -1 | 6 | -11 | -4 | 5 | 2 | -3 | 2 | i
5) COc1ccc(CNC(=O)c2ccc(Cl)c(S(=O)(=O)N3CCOCC3)c2)cc1OC
  0.0 | 5 | 3 | 4 | -1 | 4 | 4 | 6 | -1 | i
6) CC(=O)c1ccc(N2CCN(C(=O)c3cc4c(-c5ccccc5F)nn(C)c4s3)CC2)cc1
  3.9 | -2 | 12 | -4 | -6 | 4 | 1 | -14 | -16 | i
7) O=C(O)c1ccc(/C=N/NC(=O)c2ccc3c(c2)OCCO3)cc1
  -1.3 | -1 | -6 | -5 | 1 | -12 | -2 | 4 | -2 | i
8) O=C(Cc1ccc(S(=O)(=O)N2CCOCC2)s1)NCCC(c1ccccc1)c1ccccc1
  1.4 | 0 | -7 | 46 | -2 | 3 | 2 | -8 | 3 | i
9) COc1ccc(OCCSc2nnc(Cc3cccc4ccccc34)n2N)cc1
  1.2 | 4 | 3 | 7 | 5 | 0 | 3 | 6 | -5 | i
10) COCCCn1c(=O)c2ccccc2n(CC(=O)NCCC2=CCCCC2)c1=O
  -1.6 | -2 | -9 | -5 | 2 | 4 | 1 | 7 | 1 | i
11) CN(C(=O)COc1ccccc1C(=O)NCCOc1ccccc1)c1ccccc1
  -1.5 | -17 | 3 | -6 | 0 | 1 | 2 | 9 | -5 | i
12) COC(=O)[C@@]1(Cc2ccc(OC)cc2)[C@H]2c3cc(C(=O)N4CCCC4)n(CCN4CCOCC4)c3C[C@H]2CN1C(=O)c1ccccc1
  -0.9 | 5 | 11 | . | 3 | 4 | . | 23* | . | .
13) CCCS(=O)(=O)N1CCN(CCCc2ccccc2)CC1
  -0.5 | 1 | -4 | -7 | 0 | -5 | 3 | 3 | -3 | i
14) Cc1ccc2cc(CCNC(=O)c3cccc([N+](=O)[O-])c3)c(=O)[nH]c2c1
  0.2 | 4 | 7 | -3 | 7 | -19 | 0 | 4 | -1 | i
15) O=S(=O)(N1CCCCC1)N1CCN(c2ccc(F)cc2)CC1
  -0.2 | 2 | 8 | -5 | 5 | -3 | 0 | 2 | -2 | i
16) CCCOc1cccc(NC(=O)c2cc(C)oc2C)c1
  0.5 | 0 | 17 | -17 | 1 | 2 | 3 | 4 | 2 | i
17) COc1ccc(-n2ncc3c2CC(C)(C)CC3NC(=O)CCn2nc(C)cc2C)cc1 (stereo not given)
  -1.0 | -3 | -5 | 1 | 0 | -2 | -2 | 17 | 3 | i
18) CCc1cccc(C)c1N1C(=O)CC(C)(C)CC1=O
  -0.8 | 3 | 4 | -8 | -2 | 0 | -3 | 11 | -4 | i
19) CCC1(c2ccccc2)NC(=O)N(CC(=O)NCCN2C(=O)S/C(=C\c3cccnc3)C2=O)C1=O (stereo not given)
  -1.1 | -4 | -2 | -1 | -3 | -33 | 2 | -7 | -1 | i
20) NS(=O)(=O)c1ccc(CCNC(=O)c2cc(-c3ccccc3)nc3ccccc23)cc1
  -0.1 | -3 | 16 | -3 | -12 | -7 | -4 | 30* | -8 | i

3 entries from above, ordered by their value in LMPTP inh, high to low.
Results follow in this order: LMPTP inh | MT1-MMP act inh | SKN-1 inh | Scp1 inh | NadD inh | SUMO1 PPI mod | STEP block | NRP1-CendR mod | DNMT1 inh | Rpn11 block
14) Cc1ccc2cc(CCNC(=O)c3cccc([N+](=O)[O-])c3)c(=O)[nH]c2c1
  0.2 | 4 | 7 | -3 | 7 | -19 | 0 | 4 | -1 | i
15) O=S(=O)(N1CCCCC1)N1CCN(c2ccc(F)cc2)CC1
  -0.2 | 2 | 8 | -5 | 5 | -3 | 0 | 2 | -2 | i
11) CN(C(=O)COc1ccccc1C(=O)NCCOc1ccccc1)c1ccccc1
  -1.5 | -17 | 3 | -6 | 0 | 1 | 2 | 9 | -5 | i

Carrying on:
Results follow in this order: LMPTP inh | MT1-MMP act inh | SKN-1 inh | Scp1 inh | NadD inh | SUMO1 PPI mod | STEP block | NRP1-CendR mod | DNMT1 inh | Rpn11 block
21) O=C(COC(=O)c1ccc(S(=O)(=O)N2CCCC2)cc1)Nc1cccc(Br)c1
  1.6 | 1 | 2 | -1 | -8 | 3 | 0 | -1 | -9 | i
22) CC(=O)Oc1ccc(N2C(=O)C3C(C2=O)C2C=CC3C23CC3)cc1[N+](=O)[O-] (stereo not given)
  -5.7 | 0 | -5 | -5 | -1 | 3 | -3 | -14 | 3 | i
23) O=C(O)c1ccc(NC(C(=O)c2ccccc2)c2ccccc2)cc1 (stereo not given)
  1.4 | -5 | 13 | -4 | 1 | 4 | 4 | -4 | 4 | i
24) COc1ccc(OCCC(=O)OCC(=O)NC(=O)NC2CCCCC2)cc1
  -0.3 | 1 | 6 | -7 | -3 | 1 | 0 | 8 | -1 | i
25) O=C(CSc1nc2ccccc2[nH]1)c1c[nH]c2ccccc12
  3.6 | . | -12 | 5 | -3 | 0 | -1 | 4 | 0 | i
26) O=C(Cn1cc(COc2ccc(Br)cc2)nn1)c1ccc(O)cc1
  0.7 | 4 | -12 | 1 | -6 | -3 | 2 | -4 | -3 | i
27) O=C(CCCNS(=O)(=O)c1cccc2nsnc12)NCc1ccc(Cl)cc1
  0.6 | 2 | -14 | -5 | -9 | -28 | 0 | 11 | 1 | i
28) O=C1NC2=C(C(=O)c3ccccc32)C(c2ccccc2)N1 (stereo not given)
  1.1 | 7 | 1 | -11 | 1 | -21 | 0 | -8 | -11 | i
29) Cc1cc(N)n(-c2cc(C)c3ccccc3n2)n1
  0.5 | -3 | 7 | -3 | -5 | 0 | 0 | 10 | -10 | i
30) CN1C[C@@H]2[C@@H]3C(=O)N(C)C(=O)[C@@H]3[C@](C)(C1=O)N2C(=O)c1ccc(Cl)c(Cl)c1
  0.3 | -3 | 16 | 2 | 3 | 2 | -4 | -5 | 7 | i
31) COC(=O)c1ccc(/C=C/c2ccc3cccc(OC)c3n2)cc1
  0.7 | 2 | 1 | 6 | 3 | -17 | 2 | 0 | -10 | i
32) O=C(Nc1ccc(Cl)cc1)Nc1cccnc1
  1.1 | 1 | -4 | 0 | -3 | 0 | -3 | 7 | -1 | i
33) CCN1C(=O)[C@H]2[C@@H](c3ccc(-c4ccc(OC)cc4)cc3)N[C@@](Cc3ccccc3)(C(=O)OC)[C@H]2C1=O
  4.0 | -2 | 10 | -8 | 7 | 2 | 0 | 13 | -11 | i
34) C/C(=N\Nc1nc(Cl)c(Cl)cc1Cl)c1ccc(S(=O)(=O)NCc2ccco2)cc1
  1.3 | 1 | 14 | -5 | 0 | 1 | -2 | -10 | -14 | i
35) Cc1ccc(NC(=O)c2cc3c(s2)CCCC3)cc1
  6.5 | 0 | 32 | -19 | -6 | 4 | 0 | 8 | 0 | i
36) COc1ccccc1NC(=O)CNc1ccc(F)c(Cl)c1
  1.3 | 1 | 4 | -7 | -3 | 5 | -3 | -4 | -1 | i
37) CC(C)CCN1CCN(C2CSCCSC2)CC1CCO (stereo not given)
  0.0 | 0 | 2 | 4 | 3 | 2 | -3 | -11 | 0 | i
38) O=C(NCc1ccncc1)C1Cc2c(-c3ccccc3Oc3ccccc3)ccnc2O1 (stereo not given)
  2.6 | 0 | 1 | . | -5 | 4 | 0 | -3 | 2 | i
39) Nc1ccn(C(C=O)CC(C=O)CO)c(=O)n1 (stereo not given)
  0.1 | 1 | -4 | . | -1 | 6 | -1 | -4 | -4 | i
40) CCCCCc1ccc(OCCC[n+]2ccccc2)c(CCCCC)c1
  -5.1 | -41 | 1 | 14 | 6 | -78 | 4 | 2 | 17 | i
41) O=C(CNC(=O)c1ccc(S(=O)(=O)N2CCCC2)cc1)N/N=C/c1ccc(Cl)cc1
  -0.9 | 3 | 18 | -4 | 0 | -7 | -4 | 1 | -2 | i
42) O=C(O)c1ccc(-c2sc(Nc3ccccc3)n[n+]2-c2ccc(F)cc2)cc1
  -0.3 | -1 | 14 | 7 | 3 | 0 | -2 | 4 | 2 | i
43) COCC1CCN(Cc2cn(-c3ccccc3F)nc2-c2cc(C)sc2C)CC1
  -1.0 | -2 | -7 | -15 | -11 | 3 | 2 | -2 | 0 | i

Numbers 21 through 24, quoted:
Results follow in this order: LMPTP inh | MT1-MMP act inh | SKN-1 inh | Scp1 inh | NadD inh | SUMO1 PPI mod | STEP block | NRP1-CendR mod | DNMT1 inh | Rpn11 block
21) O=C(COC(=O)c1ccc(S(=O)(=O)N2CCCC2)cc1)Nc1cccc(Br)c1
  1.6 | 1 | 2 | -1 | -8 | 3 | 0 | -1 | -9 | i
22) CC(=O)Oc1ccc(N2C(=O)C3C(C2=O)C2C=CC3C23CC3)cc1[N+](=O)[O-] (stereo not given)
  -5.7 | 0 | -5 | -5 | -1 | 3 | -3 | -14 | 3 | i
23) O=C(O)c1ccc(NC(C(=O)c2ccccc2)c2ccccc2)cc1 (stereo not given)
  1.4 | -5 | 13 | -4 | 1 | 4 | 4 | -4 | 4 | i
24) COc1ccc(OCCC(=O)OCC(=O)NC(=O)NC2CCCCC2)cc1
  -0.3 | 1 | 6 | -7 | -3 | 1 | 0 | 8 | -1 | i

An unsorted share of the library; about 3.9% have a hit in one of these screens.
